zVAD death inh – L929 zVAD cell death inhibition; hit rate 0.38% among 220,000; viability rescue, % at 10 µM; L929 zVAD necroptosis rescue, ATP luminescence, 24 h; with zVAD 60 µM; AID 1377;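 active = activation, scaled between plate controls, above about 75%, limit read from the data; inactive = activation under that limit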;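 note: 0% = zVAD with DMSO and 100% = DMSO alone without zVAD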
Rad51 HR inh – Rad51 (human) homologous recombination inhibition; Q06609; hRad51 DNA strand exchange, fluorescence dequenching; inhibition, % at 10 µM; hit rate 0.085% among 200,000;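 active = inhibition above 40% at the single screening dose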;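 note: 0% = DMSO control wells and 100% = blanks with heterologous ssDNA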
Target sequence (Q06609 whole entry, looked up): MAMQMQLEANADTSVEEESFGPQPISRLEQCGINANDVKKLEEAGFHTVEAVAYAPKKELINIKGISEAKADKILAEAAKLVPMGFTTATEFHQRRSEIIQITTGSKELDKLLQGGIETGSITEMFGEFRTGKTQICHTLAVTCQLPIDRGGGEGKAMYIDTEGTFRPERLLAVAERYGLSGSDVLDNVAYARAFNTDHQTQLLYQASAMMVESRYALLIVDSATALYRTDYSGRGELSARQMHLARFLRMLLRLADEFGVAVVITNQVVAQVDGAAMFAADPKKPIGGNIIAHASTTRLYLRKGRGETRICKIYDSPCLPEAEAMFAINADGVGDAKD
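Assay system: Human Rad51 nucleoprotein filaments preassembled on unlabelled ssDNA | Reagent: Donor/quencher-labelled 47-bp dsDNA substrate | Doses: One concentration, 10 µM final | Times: 37 °C 15-min filament assembly, 30-min compound preincubation, 15-min exchange | Technique: Fluorescein emission 520 nm, excitation 485 nm | Benchmarks: Plate control and blank wells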
EBV gp42 inh – blocks Epstein-Barr virus glycoprotein 42 binding. Q1HVG2. Fluorescence polarization binding assay, mP read-out. inhibition, % (tested at 21.74 µM). hit rate 0.42% among 220,000; in the data active = inhibition above about 50%
Target sequence (Q1HVG2 whole entry, looked up): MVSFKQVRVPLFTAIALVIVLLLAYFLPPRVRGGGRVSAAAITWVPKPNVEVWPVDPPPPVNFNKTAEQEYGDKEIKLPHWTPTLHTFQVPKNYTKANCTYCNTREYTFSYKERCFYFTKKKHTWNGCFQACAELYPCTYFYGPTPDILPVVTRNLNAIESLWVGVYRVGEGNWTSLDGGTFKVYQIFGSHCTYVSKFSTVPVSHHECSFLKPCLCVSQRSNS
PERK inh – human PERK inhibition, primary cell-based screen; Q9NZJ5; CHO PERK-DD fusion, SEAP luminescence translation reporter; inhibition, % at 5.6 µM; hit rate 0.17% among 220,000; AID 1416;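 active = inhibition above the mean inhibition of all tested compounds plus 3 SD, set separately per screening campaign, cut at about 2.9% in these data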;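 note: PERK kinase domain activated by AP20187 dimerizer at 100 nM; 0% = DMSO with dimerizer and 100% = rapamycin at 8.4 µM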
TNF death inh – inhibitors of TNF-alpha induced necroptosis in Jurkat FADD-/- cells. Jurkat FADD-/- TNF necroptosis rescue, ATP luminescence, 24 h; 0 = TNF only, 100 = no-TNF cells. activation (protection from cell death), % at 10 µM. hit rate 0.068% among 220,000. AID 463075;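 active = activation, meaning protection from cell death, of at least 50% relative to plate controls; inactive = activation below 50%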;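 note: necroptosis triggered by 40 ng/mL TNF-alpha added together with compound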
Cl transport mod – KCC2 (human) Cl- transport modulation. Q9H2X9. KCC2 cells, thallium flux FluoZin-2 fluorescence. B-score of Tl+ flux slope (higher = more flux/activation; lower = inhibition) at 10 µM. hit rate 2.2% among 190,000;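 active = thallium flux slope and its plate-corrected score both differing from the plate sample mean at a set confidence after two filtering rounds, in either direction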;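 note: slope of fluorescence scaled to starting intensity during 10 to 20 s after thallium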
Calpain2 inh – calpain II (pig) inhibition | purified calpain II, fluorogenic peptide substrate, 30 min | inhibition, % at 16 µM | hit rate 0.37% among 220,000;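 active = inhibition above about 50%, limit read from the data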
MDM2 E3 inh – blocks human Mdm2 ubiquitin ligase activity; Q00987; cell-based MDM2 ubiquitination luciferase reporter, 2 h; 0 = plate control, 100 = twice control, blank-subtracted; signal enhancement, % at 5 µM; hit rate 0.11% among 210,000;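 active = signal enhancement of 30% or more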;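 note: luminescence tracks abundance of the self-degrading MDM2-luciferase fusion protein; higher signal means inhibition of MDM2 E3 ligase activity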
Target sequence (Q00987 whole entry, looked up, the tested form may be a part): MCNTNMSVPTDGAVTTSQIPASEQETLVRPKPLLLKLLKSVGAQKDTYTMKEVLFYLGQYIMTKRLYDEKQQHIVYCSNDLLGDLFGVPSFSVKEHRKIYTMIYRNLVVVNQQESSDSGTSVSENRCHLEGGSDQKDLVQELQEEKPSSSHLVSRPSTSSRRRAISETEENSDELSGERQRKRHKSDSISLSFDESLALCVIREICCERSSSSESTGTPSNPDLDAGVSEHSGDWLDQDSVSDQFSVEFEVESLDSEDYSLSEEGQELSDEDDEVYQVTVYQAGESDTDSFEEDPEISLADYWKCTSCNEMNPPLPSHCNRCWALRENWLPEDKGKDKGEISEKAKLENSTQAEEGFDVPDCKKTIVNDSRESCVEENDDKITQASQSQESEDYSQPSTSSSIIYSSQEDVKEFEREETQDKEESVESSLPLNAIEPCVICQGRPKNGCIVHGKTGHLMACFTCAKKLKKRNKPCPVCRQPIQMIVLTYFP
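Test system: mammalian cells stably expressing self-ubiquitinating, self-degrading MDM2 E3–luciferase fusion; Amount: 2000 cells in each well; Medium: DMEM; Schedule: 4 h settle plus 2 h compound, 37 °C; Technique: SteadyLite luciferase luminescence after 15 min room-temperature reagent incubation; Benchmarks: plate control and blank wells.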
eIF4E-4G inh – inhibitors of eIF4E and eIF4G interaction in translation initiation; AID 782; hit rate 0.37% among 220,000; inhibition, % at 21.7 µM; TR-FRET eIF4E-eIF4GI(517-606) binding, 2 h; P63073+Q04637;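 active = inhibition above about 30%, limit read from the data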;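 note: 0% = full FRET control wells and 100% = background wells lacking eIF4GI fragment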
Active calls of the source: *; i = inactive; nt = not tested or not shown; [ ] = remark or other dose.

SMILES	zVAD death inh	Rad51 HR inh	EBV gp42 inh	PERK inh	TNF death inh	Cl transport mod	Calpain2 inh	MDM2 E3 inh	eIF4E-4G inh
Cc1ccc(N2C(=O)c3ccccc3NC2C(C)Cc2ccc3c(c2)OCO3)cc1 (configuration not stated)	0.0	8	1	0.1	-1.2	-0.62	-75	-29	-6
CCc1ccc(NC(=O)CS(=O)CC(=O)NC(C)CCc2ccco2)cc1 (configuration not stated)	-1.6	-11	-15	-0.4	0.4	-0.037	1	8	0
COC(=O)Cn1c(CN(Cc2ccccc2)Cc2ccccc2)nc2c1c(=O)[nH]c(=O)n2C	-0.4	-3	2	-1.2	-3.6	-0.11	16	-16	3
COc1ccc(-c2ccc(=O)n(CC(=O)NC3CCc4ccccc43)n2)cc1OC (configuration not stated)	0.5	-3	-6	-0.3	0.9	nt	-28	-16	1
O=S(=O)(N1CCCCCC1)N1CCN(S(=O)(=O)N2CCOCC2)CC1	-0.2	24	-16	-0.1	-0.4	0.2	1	2	5[fluorescence artefact?]
COc1ccc(-c2ccccc2)cc1NCc1ccccc1C	-0.4	-27	-2	0.5	0.7	-0.047	-20	-8	9
Cc1ccc(C(=O)Cn2cc([N+](=O)[O-])nc2C)cc1	-0.3	5	-19	2.2	5.3	0.18	-2	-10	1
O=C(O)C1(P(=O)(c2ccccc2)c2ccccc2)CCCC1	0.9	31	-5	1.3	1.6	-0.0036	-11	-2	0
CC(=O)NC1=C(NC2CCS(=O)(=O)C2)C(=O)c2ccccc2C1=O (configuration not stated)	0.6	2	10	1.1	-1.6	-0.33	5	-14	-2[fluorescence artefact?]
Nc1nc(SCC(=O)Nc2cc(-c3ccccc3)nn2-c2ccccc2)n[nH]1	0.6	1	-12	1.3	1.8	0.34	23	-7	0

Entries of single compounds from above.
O=S(=O)(N1CCCCCC1)N1CCN(S(=O)(=O)N2CCOCC2)CC1 as listed: zVAD death inh: -0.2; Rad51 HR inh: 24; EBV gp42 inh: -16; PERK inh: -0.1; TNF death inh: -0.4; Cl transport mod: 0.2; Calpain2 inh: 1; MDM2 E3 inh: 2; eIF4E-4G inh: 5[fluorescence artefact?]
Cc1ccc(C(=O)Cn2cc([N+](=O)[O-])nc2C)cc1 as listed: zVAD death inh: -0.3; Rad51 HR inh: 5; EBV gp42 inh: -19; PERK inh: 2.2; TNF death inh: 5.3; Cl transport mod: 0.18; Calpain2 inh: -2; MDM2 E3 inh: -10; eIF4E-4G inh: 1

Further results follow:
SMILES	zVAD death inh	Rad51 HR inh	EBV gp42 inh	PERK inh	TNF death inh	Cl transport mod	Calpain2 inh	MDM2 E3 inh	eIF4E-4G inh
CCN(CC)CCCNC(=O)c1ccccc1C	0.2	1	-22	1.1	0.3	-0.38	4	-6	-4
O=C(c1ccco1)N1CCN(S(=O)(=O)c2cccc([N+](=O)[O-])c2)CC1	0.0	nt	-9	0.4	0.6	0.58	1	nt	1
CC(=O)c1ccc(NC(=O)C2CCCN2S(=O)(=O)c2cccc3cccnc23)cc1 (configuration not stated)	1.5	-1	-22	1.2	1.3	nt	14	-21	0
Cc1ccc(-n2ccnc2SCC(=O)O)c(C)c1	0.4	-1	-6	0.8	-0.3	-0.68	-12	-18	-7
O=C(Nc1cc(SCCO)cc([N+](=O)[O-])c1)c1ccco1	0.7	3	1	0.3	1.9	1	0	3	14
CS(=O)(=O)N1CCN(C(=O)c2cc(-c3cccs3)nc3ccccc23)CC1	nt	0	0	-1.4	-1.8	0.011	i	-21	nt
Nc1c(NCc2ccccc2F)c(=O)[nH]c(=O)n1Cc1ccccc1	0.0	-8	10	-0.3	0.9	2.2	-14	-5	-8
Cn1cc(SCC(=O)Nc2ccc3c(c2)OCCO3)c2ccccc21	0.3	6	-1	1.3	0.5	-0.011	2	-9	0
CC(C)(C)c1ccc(NC(=O)NCc2ccco2)cc1	72	-11	-1	2.0	2.2	nt	20	-18	1
O=C(COC(=O)CCc1c[nH]c2ccccc12)Nc1ccc([N+](=O)[O-])cc1	1.6	1	-2	0.3	2.3	-0.51	-12	-4	23[fluorescence artefact?]
Cc1ccc(S(=O)(=O)c2c(N)n(CCC(C)C)c3nc4ccccc4nc23)cc1	-0.6	-3	6	-0.9	-3.9	-0.7	-97	-3	2
CC(=O)Nc1ccc(SCC(=O)c2cc(C)n(CC(F)(F)F)c2C)cc1	0.3	5	2	-1.7	-0.8	0.016	5	-12	3
CCOc1ccc(NC(=O)C(C)Oc2ccccc2C(=O)Nc2ccc(C)c(Cl)c2)cc1 (configuration not stated)	0.9	-1	-10	0.0	7.1	-1.2	19	-13	8[fluorescence artefact?]
CN(c1c(C#N)c(C(F)(F)F)nn1C)N(S(C)(=O)=O)S(C)(=O)=O	2.0	-9	-11	0.2	1.2	-0.46	-13	-1	-3
CS(=O)(=O)N(Cc1ccccc1)c1ccc(C(=O)NCc2cccnc2)cc1	0.1	2	-11	0.0	0.3	nt	-5	-2	2
CCOC(=O)c1c(NC(=O)COc2ncnc3sccc23)sc2c1CCC2	-0.1	3	-8	0.2	-2.2	0.51	-165	-2	-22
CCc1ccccc1N1C(=O)C2C3CC(=O)C(c4ccccc43)C2C1=O (configuration not stated)	0.5	-5	-3	1.4	0.4	0.39	3	-15	-3
O=C(Nc1nc2nccc(-c3ccccc3)n2n1)C(Cl)(Cl)Cl	2.7	3	-14	1.4	0.8	-1.6	-352	-1	16
CC(C)CC(c1nnnn1C(C)(C)C)N1CCN(Cc2ccccc2)CC1 (configuration not stated)	-0.6	-4	-12	-0.1	1.3	-0.71	4	2	-2
COc1ccc(-n2c(SCc3nnc(-c4ccccc4)o3)nnc2-c2ccccc2)cc1	0.5	1	-7	-0.4	-7.1	-0.33	-10	-18	0
CC(C)CC(=O)N1CCN(S(=O)(=O)c2ccc(F)cc2)CC1	0.4	-12	-22	0.5	-0.1	0.11	-14	7	-1[fluorescence artefact?]
COc1cccc(OC)c1C(=O)N1CCN=C1SCc1cccnc1	-0.1	-6	10	0.2	-2.2	nt	15	-19	2
Cc1cccc(NS(=O)(=O)c2cc(C(=O)N3CCOCC3)ccc2Cl)c1	0.5	5	-10	0.8	0.4	-0.014	21	1	-1
C=CCSc1nnc(NC(=O)Cn2cnc3c2c(=O)n(C)c(=O)n3C)s1	-2.0	0	-4	1.0	-0.2	-0.0069	9	-8	0
Cc1ccccc1-n1c(C)cc(/C=C(\C#N)C(=O)NCC2CCCO2)c1C (configuration not stated)	0.2	20	-27	-0.4	1.4	-0.87	2	-15	12
COc1ccc(/C(C#N)=C/c2ccccn2)cc1	1.0	10	-5	0.8	-3.1	-0.61	-76	-11	5
Cc1cccc(N2CCN(C(=O)c3cc(C)oc3C)CC2C)c1 (configuration not stated)	0.2	0	-8	-0.8	-0.6	0.28	31	-11	-9
O=[N+]([O-])c1ccc(NC(=S)N2CCc3ccccc3C2)cc1	1.0	nt	-5	-0.2	1.6	-2.9	36	nt	1
CC(C)CN(C(=O)COC(=O)CNC(=O)c1ccc(Cl)cc1)C1CCS(=O)(=O)C1 (configuration not stated)	2.4	2	-6	0.1	1.7	-0.14	8	-14	-1
CCOc1cccc(/C=C/c2cc(C(=O)O)c3ccccc3n2)c1OC	0.5	2	-5	0.2	-0.6	-0.45	-23	-48	-5

Next part, overlapping the part above by 2 compounds.
SMILES	zVAD death inh	Rad51 HR inh	EBV gp42 inh	PERK inh	TNF death inh	Cl transport mod	Calpain2 inh	MDM2 E3 inh	eIF4E-4G inh
CC(C)CN(C(=O)COC(=O)CNC(=O)c1ccc(Cl)cc1)C1CCS(=O)(=O)C1 (configuration not stated)	2.4	2	-6	0.1	1.7	-0.14	8	-14	-1
CCOc1cccc(/C=C/c2cc(C(=O)O)c3ccccc3n2)c1OC	0.5	2	-5	0.2	-0.6	-0.45	-23	-48	-5
O=C(O)CCC(=O)Nc1cccc(C(=O)Nc2ccc(Br)cc2)c1	2.0	11	-1	0.3	0.0	0.014	-13	3	2
COc1ccc(CCn2c(C)ccc2C)cc1OC	-0.3	-5	-16	0.0	-1.4	0.26	-21	2	0
O=C(c1ccccc1Sc1cccc2ccccc12)N1CCOCC1	-0.4	-1	-9	-1.4	-2.3	0.47	13	-7	6
Cn1c(=O)cc(OCCCC(=O)NCc2cccnc2)c2ccccc21	14	-2	-17	0.4	-2.9	0.15	2	-14	7
O=C(Nc1ccc(S(=O)(=O)Nc2ncccn2)cc1)C1COc2ccccc2O1 (configuration not stated)	1.9	10	-6	0.0	2.3	1	-15	17	-3
Cc1ccc2[nH]c3nc(SCCN4CCOCC4)nnc3c2c1	6.7	4	-12	-0.8	0.4	0.7	-9	nt	3[fluorescence artefact?]
Cc1ccc(Nc2c3c(nc4ncnn24)CCC3)cc1	0.6	2	-10	-0.8	-8.4	0.88	-14	-9	-3[fluorescence artefact?]
COc1cc2cc(CN(Cc3cccs3)C(=S)Nc3ccc(C)cc3)c(=O)[nH]c2cc1OC	0.3	nt	-15	-0.9	-7.3	-0.53	-48	-2	-2
CC(=O)N1CCN(c2ccc(NC(=O)c3cccc(OCc4ccccc4)c3)cc2)CC1	23	-8	-26	0.5	-1.2	nt	-82	14	-13
CCOc1ccc(/C=C2/SC(=S)N(C(C(=O)O)c3ccccc3)C2=O)cc1OCC (configuration not stated)	2.4	-1	-39	2.0	0.2	-0.74	-12	-6	-3
O=C(CCSc1nccn1Cc1ccccc1)N1CCOCC1	-0.1	-5	-24	-0.3	-1.1	-0.098	-27	-10	6[fluorescence artefact?]
N#Cc1ccc(N2CCOCC2)c([N+](=O)[O-])c1	-0.1	-13	-10	1.2	-1.0	nt	-23	-4	1
O=C(NC(=S)Nc1ccc(N2CCN(C(=O)c3ccccc3)CC2)cc1)c1cccs1	0.3	17	1	0.4	-2.3	3.4*	8	-15	-8
Cc1ccc(-c2cn3cc(C)ccc3n2)cc1	2.7	-1	4	0.1	-0.4	-0.063	-85	-90	4
N/C(=N\c1nc2c(c(=O)[nH]1)CCCC2)Nc1ccccc1Sc1ccccc1	-0.6	15	8	-1.6	-3.7	nt	-62	-42	-1
COc1ccc(S(=O)(=O)NN(C)C(=O)c2nn(-c3ccccc3)ccc2=O)cc1	-0.3	nt	-4	0.1	0.4	-1.9	-1	-13	4
CC1CCCCN1CCNC(=O)c1cnn2ccccc12 (configuration not stated)	-0.4	-5	-16	1.0	0.7	nt	-18	-10	1
CC1=C(C(=O)Nc2ccc(Cl)cc2)C2(CCCCC2)C(C(N)=O)C(=S)N1 (configuration not stated)	0.4	-38	-16	0.6	3.8	0.16	9	11	5
CCOC(=O)c1ccccc1NC(=O)C(C)Oc1ccccc1 (configuration not stated)	0.0	-3	-18	0.1	-3.5	-0.51	15	-1	-1
COc1ccc(C(=S)N2CCOCC2)cc1OS(=O)(=O)c1ccccc1[N+](=O)[O-]	-0.4	nt	-22	-0.5	0.2	-0.3	11	nt	-3
O=C(CN1CCN(c2ncccn2)CC1)Nc1ccccc1-n1cccc1	0.7	-7	-4	-0.5	-1.5	nt	27	-1	6
CCCCC(=O)NC(=S)Nc1cccc(NC(=O)c2ccco2)c1	2.7	-8	6	-0.1	2.5	-0.79	12	-13	-1
C[C@H](CO)NC(=O)[C@@H]1C[C@H]1[C@@H](NP(=O)(c1ccccc1)c1ccccc1)c1ccccc1	0.8	1	-13	0.5	0.7	-0.36	3	nt	1

Screening data (PubChem BioAssay)
